Rab9 promoter act – Rab9 promoter activation. Huh7 Rab9 promoter-luciferase reporter, luminescence, 24 h. Potency, µM (doses to about 9.22 µM), inactives show at the top dose activation, negative = inhibition, most hits filed as activators. 320,000 tested, 2.8% active. AID 485297; further: % of control where 0% means no effect; nearly all actives have a fitted effect of over 60% in size
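Luminescence from Amplite-detected luciferase (10 minutes, ambient) reports Rab9 promoter activation. Before that, stable Rab9-luciferase Huh7 cells (1500/well, reduced-serum OP-MEM I plus 10% FBS) were exposed to compound for 24 hours at 37C.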
RORgamma inh – inhibitors of mouse ROR gamma transcriptional activity; Drosophila S2 Gal4-RORgamma UAS-luciferase reporter, 20 h; Potency, µM (highest dose often 53.6 µM), for the others: top-dose activity change, negative = inhibition, hits mostly inhibitors; P51450; AID 2551; 310,000 tested, 5.4% active; further: on the % scale 0 is the no-effect control and ±100 the full control effect; nearly all actives have a fitted effect of over 60% in size
Target sequence (P51450 whole entry, looked up, the tested form may be a part): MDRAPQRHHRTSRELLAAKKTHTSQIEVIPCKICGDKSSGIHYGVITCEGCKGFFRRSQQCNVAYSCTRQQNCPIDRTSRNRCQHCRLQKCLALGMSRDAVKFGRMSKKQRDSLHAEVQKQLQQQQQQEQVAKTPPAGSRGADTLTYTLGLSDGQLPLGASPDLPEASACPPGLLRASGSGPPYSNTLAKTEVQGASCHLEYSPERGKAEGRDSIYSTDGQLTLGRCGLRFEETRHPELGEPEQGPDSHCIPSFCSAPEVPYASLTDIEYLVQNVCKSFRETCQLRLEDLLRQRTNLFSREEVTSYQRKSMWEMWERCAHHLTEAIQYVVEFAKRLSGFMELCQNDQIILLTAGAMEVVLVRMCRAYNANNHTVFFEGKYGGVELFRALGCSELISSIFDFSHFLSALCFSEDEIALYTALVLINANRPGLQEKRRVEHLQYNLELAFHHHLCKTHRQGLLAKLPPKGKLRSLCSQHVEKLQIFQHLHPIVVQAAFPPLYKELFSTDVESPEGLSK
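Schneider cells (Drosophila), stable Gal4 DBD–ROR gamma + UAS-luc; 1 hr cmpd preincubation; Cu2+ induction 700 uM final; 20 hr ambient; luminescence.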
MBNL1-CUG inh – inhibitors of human MBNL1 binding to CUG repeat RNA | Q9NR56 | TR-FRET MBNL1-His/biotin-(CUG)12 binding, 665/545 ratio | Potency, µM (series often up to 57.5 µM), for inactives: at the top dose activity change, negative = inhibition, hits mostly inhibitors | 280,000 tested, 0.036% active | AID 2675; active means well fitted inhibition curve with a large enough effect in the signal ratio, with a control signal flat, not every such curve was filed as active; inconclusive means small, poorly fitted or top-dose-only effect, or effect the other way, or a change in a side signal; inactive means no such curve, though single readings can be large or run the other way; the % refers to the signal ratio; further: on the % scale 0 is the no-effect control and ±100 the full control effect
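Compounds (final 92 nM to 58 uM) are added to His-tagged MBNL1 and biotin-(CUG)12, then terbium anti-His antibody and streptavidin-XL665 (5 nM final). After 60 min at room temperature, the 665/545 nm ratio is read.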
BRCA1 expr up – BRCA1 expression activation | 380,000 tested, 1.1% active | AID 624202 | MCF7-BRCA1-FFLuc reporter, luminescence, 48 h; response scale: scaled: vehicle 0%, 10 µM genistein 100% | Potency, µM (titrated, usually from 46.1 µM), for the others: at the top dose activation, usual class: activators; further: nearly all actives have a fitted effect of over 80% in size; some results filed as inactive show a strong effect at the top dose
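First, MCF7-BRCA1-FFLuc cells (2000/well) attach for 2 h; next, compounds are pin-added and incubated 48 h at 37 °C; finally, luciferase reagent is added and luminescence read after 15 min.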
FLuc modulator – counter-screen for miR-21 project: firefly luciferase inhibitors or activators | 360,000 tested, 6.9% active | purified FLuc, Km substrates, luminescence inhibition | Potency, µM (highest dose often 57.5 µM), inactives show at the highest dose activity change, negative = inhibition, usual class: inhibitors;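 further: plate controls were vehicle for no effect and reference inhibitor for full effect; nearly all actives have a fitted effect of over 55% in size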
Target sequence (P08659 whole entry, looked up): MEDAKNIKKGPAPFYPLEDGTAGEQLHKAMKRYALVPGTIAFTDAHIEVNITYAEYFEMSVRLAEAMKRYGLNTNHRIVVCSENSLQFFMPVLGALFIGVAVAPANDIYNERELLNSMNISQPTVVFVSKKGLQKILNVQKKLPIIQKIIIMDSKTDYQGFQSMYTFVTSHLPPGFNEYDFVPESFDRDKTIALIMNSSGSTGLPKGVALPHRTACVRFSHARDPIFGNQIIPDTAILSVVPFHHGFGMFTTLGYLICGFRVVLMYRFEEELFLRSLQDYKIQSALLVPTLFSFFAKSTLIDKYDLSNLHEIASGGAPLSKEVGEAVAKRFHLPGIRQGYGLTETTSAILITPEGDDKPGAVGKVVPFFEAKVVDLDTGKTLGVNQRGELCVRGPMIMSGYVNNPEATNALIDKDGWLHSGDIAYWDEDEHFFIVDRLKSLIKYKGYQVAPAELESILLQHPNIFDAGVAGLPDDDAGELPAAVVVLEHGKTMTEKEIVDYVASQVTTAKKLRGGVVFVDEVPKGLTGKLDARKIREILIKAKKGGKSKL
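Purified P. pyralis luciferase (10nM final) with 10uM D-luciferin and 10uM ATP (Km levels) in 50mM Tris acetate pH 7.5, 10mM Mg acetate, 0.01% Tween-20, 0.05% BSA; qHTS 6-point titration, ~60 µM downward; luminescence read.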
uPA generation – cell surface uPA generation inhibition; cell surface uPA generation assay, qHTS; Potency, µM (top dose mostly 38.3 µM), for inactives: at the top dose activity change, negative = inhibition, usual class: inhibitors; 330,000 tested, 0.31% active; AID 540303; active means well fitted inhibition curve with a large enough effect; inconclusive means small, poorly fitted or top-dose-only effect; inactive means no such curve, though single readings can be large or run the other way; tested in mouse RAW 264.7 cells; further: on the % scale 0 is the no-effect control and ±100 the full control effect; nearly all actives have a fitted effect of over 55% in size
p53 reactivator – re-activators of mutant p53; 320,000 tested, 0.063% active; Potency, µM (top dose mostly 92.2 µM), for inactives: at the highest dose activity change, positive = activation, hits mostly activators; H1299 p53-A138V BP100-luciferase reporter, luminescence, 24 h; further: % of control where 0% means no effect; nearly all actives have a fitted effect of over 45% in size
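H1299 (p53-null), stable ts p53-A138V + BP100-Luc; 1000 cells/well, Opti-MEM/10% FBS; cpd 4 pt, 1:5; 24 h, 37 deg C, 5% CO2; detection reagent 10 min RT; luminescence.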
NPC1 promoter act – activators of NPC1 promoter | Huh7 NPC1 promoter luciferase reporter, 24 h | Potency, µM (top dose mostly 9.22 µM), for inactives: top-dose activation, usual class: activators | 320,000 tested, 2.4% active | AID 485313;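 further: % of control where 0% means no effect; nearly all actives have a fitted effect of over 60% in size; reporter is driven by a mutant NPC1 promoter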
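Cells: Huh7 expressing luciferase under the NPC1 promoter, 1500/well. Seeded 2 h, compound added, incubated 24 h at 37 °C. Luciferase reagent, 10 min ambient, then luminescence.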
Gal4-VP16 FLuc – inhibits Gal4-VP16 luciferase reporter, ROR gamma counter-screen; Drosophila S2 Gal4-VP16 UAS-luciferase, luminescence, 20 h; Potency, µM (titrated, usually from 53.6 µM), for the others: at the top dose activity, negative = inhibition, actives largely listed as inhibitors; 310,000 tested, 3.5% active; AID 2546;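 further: Gal4-VP16 expression switched on by copper sulfate through the metallothionein promoter; on the % scale 0 is the no-effect control and ±100 the full control effect; nearly all actives have a fitted effect of over 50% in size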
ELG1 genotoxic – induces genotoxicity in HEK293T cells with luciferase-tagged ELG1 | AID 504466 | 330,000 tested, 1.3% active | HEK293T ELG1-luciferase reporter, luminescence, 16 h | Potency, µM (series often up to 46 µM), for the others: top-dose activity change, positive = activation, actives largely listed as activators; further: % of control where 0% means no effect; nearly all actives have a fitted effect of over 60% in size
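Genotoxic stress is detected as increased luminescence from luciferase-tagged ELG1 in HEK293T cells, measured with ONE-Glo after a 16 hr treatment at 37 °C.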
Starred values were filed as active, the others as inactive; ? = inconclusive; / = not tested or not shown; [ ] = dose if it differs, or a comment. Unless noted, the call rests on the fitted dose curve; in most records, active means well fitted curve in the direction sought with a large enough effect; inconclusive means small, poorly fitted or top-dose-only effect, or another doubt; inactive means no such curve, though single readings can be large; an effect the other way counts as inactive or inconclusive. Potency means the concentration at half of the fitted maximal effect.

1. COc1cc2[nH]c(=O)c(C(=O)NCCCN3CCOCC3)c(O)c2cc1OC
2. O=C(CN1CCN(CCN2C(=O)c3cccc4cccc(c34)C2=O)CC1)c1ccc(F)cc1
3. CC(C)N(C(=O)[C@H]1C[C@H](CC(=O)NCCC2=CCCCC2)C(=O)N2CCc3c([nH]c4cc(CCC(=O)N(C)C)ccc34)[C@]12C)C(C)C
4. CCC(C)n1c(SCC(=O)NC(=O)c2cccn2C)nc2ccccc2c1=O (stereo unspecified)
5. CCOC(=O)c1oc2c(c1C)/C(=N/O)CCC2
6. Cc1ccc(-n2c(-c3c(-c4ccccc4)noc3C)n[nH]c2=S)cc1
7. COc1cc(OC)c(OC)cc1C=NCC1(c2ccccc2)CCCC1
8. COc1ccc(S(=O)(=O)Nc2cccnc2)cc1OC

Assay by compound	1	2	3	4	5	6	7	8
Rab9 promoter act	-15%	-4%	/	-4%	26%	-3%	2%	4%
RORgamma inh	-7%	-26%	/	14µM*	0%	4.5µM*	-4%	-1%
MBNL1-CUG inh	-16%	?	/	7%	-17%	-2%	9%	-2%
BRCA1 expr up	46%	16%	-30%	-11%	?	4%	-1%	-18%
FLuc modulator	2%	-48%	/	-4%	?	-4%	4%	-1%
uPA generation	4%	/	-1%	0%	-3%	/	0%	2%
p53 reactivator	-1%	-4%	-2%	-3%	9%	2%	-1%	/
NPC1 promoter act	1%	1%	/	-5%	?	-2%	-1%	0%
Gal4-VP16 FLuc	0%	-2%	/	?	0%	10µM*	-4%	?
ELG1 genotoxic	5%	4%	3%	-8%	?	-3%	-5%	3%

9. CCOC(=O)C1CCN(C(=O)COC(=O)CNC(=O)c2ccc(OC)cc2)CC1
10. COc1ccccc1CNC(=O)CN1CCC(NC(=O)c2ccccc2F)CC1
11. Cc1ccc(S(=O)(=O)/N=C(/Nc2ccc([N+](=O)[O-])cc2[N+](=O)[O-])c2ccccc2)cc1
12. CCCc1nc2nc(C)c(NS(=O)(=O)c3ccc(CC(C)C)cc3)c(=O)n2[nH]1
13. COCC(=O)N1CCCC(N(C)CCc2ccc(OC)c(OC)c2)C1 (stereo unspecified)
14. Cn1c2c(c(=O)n(C)c1=O)C(CC(=O)Nc1ccccc1)C(=O)N2 (stereo unspecified)
15. Cc1nnc(SCC(=O)N(C(C)C)C(C)C)[nH]c1=O
16. O=C(c1ccco1)N1CCN(C(=S)Nc2ccc(F)c(Cl)c2)CC1

Assay by compound	9	10	11	12	13	14	15	16
Rab9 promoter act	-5%	-2%	/	9%	3%	-1%	2%	5%
RORgamma inh	33%	20%	/	2%	3%	-11%	6%	0%
MBNL1-CUG inh	-4%	8%	/	-20%	-11%	-2%	5%	3%
BRCA1 expr up	1%	-10%	-71%	-1%	-24%	0%	2%	-1%
FLuc modulator	-4%	4%	/	-2%	-2%	-2%	-2%	6%
uPA generation	2%	-6%	-5%	-2%	11%	-2%	1%	6%
p53 reactivator	-5%	-18%	5%	9%	/	-6%	-4%	-4%
NPC1 promoter act	1%	-38%[inhibitor]	/	-2%	0%	1%	-1%	-2%
Gal4-VP16 FLuc	4%	-9%	/	4%	4%	1%	7%	0%
ELG1 genotoxic	-5%	-4%	-8%	0%	9%	-1%	-6%	-1%

17. N#CCSc1ccccc1NC(=O)COC(=O)CCNC(=O)c1ccc([N+](=O)[O-])cc1
18. CC(C)NC(=O)c1[nH]nc2c1CCc1ccccc1-2
19. N#C/C(=N\Nc1ccccc1)C(=N)N1CCCCCC1
20. Cc1cc(NC(=O)NC(=O)c2ccc(F)cc2F)n[nH]1
21. Cc1cc(C(=O)NC(C)CCC(C)C)c2ccccc2n1 (stereo unspecified)
22. COc1ccc(OCC(=O)Nc2cccc(C(C)=O)c2)cc1
23. COC(=O)c1cccc(OC(N)=O)c1
24. Cc1ccc(N(C)C(=O)C2CCCN2S(=O)(=O)c2cccc3nsnc23)cc1 (stereo unspecified)

Assay by compound	17	18	19	20	21	22	23	24
Rab9 promoter act	-1%	3.5µM*	1µM*	0.56µM*	0%	7%	-2%	-4%
RORgamma inh	/	28%	-45%	8.9µM*	5%	-2%	26%	14%
MBNL1-CUG inh	/	1%	8%	4%	-9%	-2%	4%	?
BRCA1 expr up	-1%	2µM*	2.5µM*	-4%	-8%	0%	5%	-6%
FLuc modulator	2%	19µM*	3.4µM*	7.6µM*	4%	?	-1%	5%
uPA generation	2%	-54%	?	-11%	1%	3%	2%	-2%
p53 reactivator	1%	14%	8%	-2%	-2%	0%	-4%	-2%
NPC1 promoter act	-2%	?	1.8µM*	0.5µM*	0%	7%	-1%	1%
Gal4-VP16 FLuc	/	-4%	?	?	7%	-10%	-6%	1%
ELG1 genotoxic	-2%	?	?	?	1%	-2%	0%	-3%

Look-ups from the list:
COC(=O)c1cccc(OC(N)=O)c1 @ NPC1 promoter act: -1%
Cc1cc(NC(=O)NC(=O)c2ccc(F)cc2F)n[nH]1 @ RORgamma inh: 8.9µM*

Additional records.
25. O=C(NCC1CCCO1)c1ccc(Cl)c(F)c1F (stereo unspecified)
26. COc1ccccc1OCC#CCSc1ncccn1
27. O=C(CSc1nc2ncc(Cl)cc2[nH]1)N1CCC(Cc2ccccc2)CC1
28. Cc1ccc(C(=O)NNC(=O)c2ccc(NC(=O)C(C)(C)C)cc2)cc1
29. Cc1cc(N/N=C/c2ccncc2)c([N+](=O)[O-])cc1[N+](=O)[O-]
30. Cc1noc(C)c1CSCC(=O)Nc1cc(S(=O)(=O)N2CCOCC2)ccc1OC(C)C
31. Cc1ccc(CNC(=O)c2ccccc2NC(=O)C2=CSCCO2)cc1
32. O=C(CCC(=O)Nc1ccc(Cl)cc1Cl)N/N=C/c1ccc([N+](=O)[O-])o1

Assay by compound	25	26	27	28	29	30	31	32
Rab9 promoter act	3%	?	/	2%	-3%	-1%	0%	-4%
RORgamma inh	-25%	41%	/	6%	-7%	/	14%	?
MBNL1-CUG inh	-8%	-9%	/	-3%	19%	/	2%	?
BRCA1 expr up	39%	68%	2%	5%	-26%	31%	0%	-87%[inhibitor]
FLuc modulator	1%	-9%	/	-4%	-2%	10%	-2%	0%
uPA generation	-3%	3%	-2%	-4%	0%	-4%	-1%	-13%
p53 reactivator	12%	3%	-1%	/	3%	-1%	-1%	-8%
NPC1 promoter act	4%	22%	/	4%	4%	-1%	-2%	-12%
Gal4-VP16 FLuc	1%	2%	/	22%	5%	/	8%	16µM*
ELG1 genotoxic	10%	14%	9%	7%	-2%	11%	-5%	9%

33. C[C@@H]1ON(C2CCCCC2)[C@H]2c3nc4ccccc4n3C[C@@H]12
34. NC(=O)C1CCN(Cc2nc3c(Br)cc(Br)cc3c(=O)[nH]2)CC1
35. Cc1ccc(OCc2nnc(NC(=O)c3cccnc3)s2)cc1
36. O=C(CSc1ccc(-c2ccccn2)nn1)NC1CCCC1
37. COCCn1c(-c2ccc(OC)cc2)c(-c2ccc(OC)cc2)oc1=O
38. C1=CCC(/C=N/n2cnnc2)CC1 (stereo unspecified)
39. Clc1ccccc1Cn1nnc2c(N3CCOCC3)nc(C3CC3)nc21
40. CCC(CC)NC(=O)Cc1ccccc1OC
41. c1ccc(Cn2c(NCc3ccccn3)nc3ccccc32)cc1
42. O=C(CCCN1C(=O)c2cccc3cccc(c23)C1=O)NCc1ccco1
43. CC(=O)c1ccc(NC(=O)c2noc(C(C)C)c2[N+](=O)[O-])cc1

Assay by compound	33	34	35	36	37	38	39	40	41	42	43
Rab9 promoter act	-5%	0%	15%	15%	0%	-1%	-2%	-2%	1%	-1%	18%
RORgamma inh	?	-15%	11%	5%	4%	-16%	10%	-26%	10µM*	4%	17%
MBNL1-CUG inh	9%	/	4%	4%	6%	2%	2%	-3%	-5%	?	?
BRCA1 expr up	1%	-4%	51%	1%	-11%	-1%	-17%	-18%	0%	1%	41%
FLuc modulator	2%	-19%	?	0%	1%	6%	3%	-1%	-10%	1%	-14%
uPA generation	-8%	-2%	8%	1%	-3%	3%	5%	-2%	-1%	-16%	2%
p53 reactivator	5%	-3%	-3%	-1%	-8%	1%	5%	-2%	-3%	5%	?
NPC1 promoter act	-3%	-2%	14%	2%	2%	-4%	6%	0%	-6%	-7%	14%
Gal4-VP16 FLuc	0%	8%	-9%	-4%	1%	-2%	-9%	-1%	-6%	-16%	-17%
ELG1 genotoxic	-2%	-1%	1%	3%	1%	0%	-4%	2%	0%	2%	13%

Source: PubChem BioAssay
